LMNA splice mod – LMNA splicing modulation; Potency, µM (top dose mostly 46.1 µM), for inactives: top-dose ratio change, negative = inhibition, most hits filed as inhibitors; AID 1487; 0.01% of 200,000 active; HeLa LMNA splicing GFP/RFP minigene ratio, 48 h; active = well fitted inhibition curve with a large enough effect in the signal ratio, with a control signal flat, not every such curve was filed as active; inconclusive = small, poorly fitted or top-dose-only effect, or effect the other way, or a change in a side signal; the % refers to the signal ratio; note: % is set by controls: 0 for no effect and ±100 for the full control effect
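S3 HeLa stable clones carrying a lamin A-EGFP splicing minigene plus DsRed2 were seeded at 600 cells/well in Opti-MEM with 2% FBS, pin-dosed and incubated 48 h at 37°C. Acumen cytometry (488 nm) gave the GFP/RFP total-intensity ratio.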
SMN2 splice enh – enhancers of SMN2 splice variant expression. Potency, µM (highest dose often 46.1 µM), for the others: at the highest dose activity change, positive = activation, hits mostly activators. HEK293 SMN2-luciferase splicing reporter, luminescence, 30-36 h. 2.8% of 210,000 active; note: % of control where 0% means no effect; nearly all actives have a fitted effect of over 55% in size
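HEK293 cells carry an SMN2 minigene-luciferase reporter in which exon 7 inclusion puts luciferase in frame. Cells were seeded at 2000 cells/well, attached for 10-12 hours, then exposed to compounds for 30-36 hours at 37C before ONE-Glo luminescence.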
Luc counter – blocks Kinase-Glo luciferase, a counter-screen artifact; AID 1379; Potency, µM (titrated, usually from 38.3 µM), inactives show at the highest dose activity change, negative = inhibition, actives largely listed as inhibitors; Kinase-Glo luciferase, ATP luminescence, 8 min; Q27757; 0.28% of 200,000 active; note: % is set by controls: 0 for no effect and ±100 for the full control effect; nearly all actives have a fitted effect of over 60% in size
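Recombinant Kinase-Glo luciferase, 10 uM ATP (linear range), luciferin; imidazole pH 7.2 / KCl / MgCl2 / Tween / BSA buffer; 8 min RT; luminescence.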
Tau ThT inhib – tau fibrillization inhibition (ThT binding); P10636; recombinant tau K18 P301L (four-repeat tau fragment), heparin-induced fibrillization, ThT fluorescence; Potency, µM (top dose mostly 57.4 µM), for inactives: at the top dose activity, negative = inhibition, most hits filed as inhibitors; 2.1% of 270,000 active; AID 1460; note: % is set by controls: 0 for no effect and ±100 for the full control effect; nearly all actives have a fitted effect of over 55% in size
Target sequence (P10636 561-689 P618L limits assumed): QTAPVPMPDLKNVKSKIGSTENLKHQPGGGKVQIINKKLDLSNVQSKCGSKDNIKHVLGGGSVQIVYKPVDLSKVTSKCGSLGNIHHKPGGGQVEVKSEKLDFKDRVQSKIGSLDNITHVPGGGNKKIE
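K18 P301L tau (15 uM + 0.24 uM Alexa 594-tagged), heparin 20 uM, NaOAc pH 7, 6 h 37 C; ThT 30 uM, 1 h RT, ex 450/em 510 nm.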
L3MBTL1 inh – L3MBTL1 (human) inhibition; Q9Y468; AlphaScreen L3MBTL1–H3K9me1 peptide binding; AID 485360; 0.66% of 230,000 active; Potency, µM (doses to about 57.1 µM), for inactives: at the highest dose activity, negative = inhibition, actives largely listed as inhibitors; note: % is set by controls: 0 for no effect and ±100 for the full control effect; nearly all actives have a fitted effect of over 60% in size
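L3MBTL1 50 nM + b-AHA-H3(1-15)K9me1 75 nM, 30 min RT; compound added, 30 min RT; streptavidin donor/Ni-chelate acceptor beads 10 ug/mL each final, 30 min RT dark; AlphaScreen read.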
RECQ1 inh – inhibitors of human RECQ1 DNA helicase | P46063 | RECQ1 DNA unwinding, red fluorescence kinetic read | Potency, µM (titrated, usually from 57.3 µM), for the others: at the highest dose activity, negative = inhibition, usual class: inhibitors | 0.54% of 240,000 active | AID 2549;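 note: plate controls were vehicle for no effect and no enzyme for full effect; nearly all actives have a fitted effect of over 30% in size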
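50 nM RECQ1T1 preincubated 15 min with compound in Tris pH 8.0 buffer with MgCl2, DTT, Tween-20 and 2.5 ug/ml poly(dI-dC); started with 200 nM TAMRA/BHQ-2 forked duplex and 2 mM ATP. Unwinding read as fluorescence (525/598 nm), two reads 2 h apart.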
ALDH1A1 inh – ALDH1A1 (human) enzyme inhibition | P00352 | Purified ALDH1A1, NADH fluorescence, propionaldehyde substrate | Potency, µM (series often up to 75.3 µM), inactives show at the top dose activity, negative = inhibition, usual class: inhibitors | 7.3% of 220,000 active | AID 1030; active = well fitted inhibition curve with a large enough effect, not every such curve was filed as active; inconclusive = small, poorly fitted or top-dose-only effect, or another doubt; inactive = no such curve, though single readings can be large or run the other way;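 note: plate controls were no enzyme wells and a reference inhibitor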
Target sequence (P00352 whole entry, looked up): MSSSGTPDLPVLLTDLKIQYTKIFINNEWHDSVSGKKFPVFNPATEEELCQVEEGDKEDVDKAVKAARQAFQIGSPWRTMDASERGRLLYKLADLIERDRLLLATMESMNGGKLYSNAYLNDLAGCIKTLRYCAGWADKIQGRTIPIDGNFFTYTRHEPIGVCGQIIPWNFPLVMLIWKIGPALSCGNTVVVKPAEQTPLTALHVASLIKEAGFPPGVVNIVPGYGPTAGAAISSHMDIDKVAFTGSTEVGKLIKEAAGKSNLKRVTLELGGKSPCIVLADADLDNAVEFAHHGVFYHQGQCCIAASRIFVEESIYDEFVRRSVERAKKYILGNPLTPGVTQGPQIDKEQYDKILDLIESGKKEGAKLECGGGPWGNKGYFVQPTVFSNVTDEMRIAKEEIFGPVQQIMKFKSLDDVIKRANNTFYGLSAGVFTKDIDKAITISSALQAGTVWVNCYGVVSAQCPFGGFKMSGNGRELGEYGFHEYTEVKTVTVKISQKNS
KDM4E inh – JMJD2E (human) inhibition; 1.6% of 230,000 active; Potency, µM (highest dose often 57.1 µM), without a hit: at the top dose activity change, negative = inhibition, hits mostly inhibitors; AID 2147; JMJD2E catalytic domain, FDH-coupled NADH fluorescence (FDH is formaldehyde dehydrogenase); active = well fitted inhibition curve with a large enough effect, not every such curve was filed as active; inconclusive = small, poorly fitted or top-dose-only effect, or another doubt; inactive = no such curve, though single readings can be large or run the other way;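 note: 0% = wells with enzyme and -100% = buffer wells without enzyme; nearly all actives have a fitted effect of over 50% in size; many of its hits are not listed in these tables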
Target sequence (B2RXH2 1-337 limits assumed): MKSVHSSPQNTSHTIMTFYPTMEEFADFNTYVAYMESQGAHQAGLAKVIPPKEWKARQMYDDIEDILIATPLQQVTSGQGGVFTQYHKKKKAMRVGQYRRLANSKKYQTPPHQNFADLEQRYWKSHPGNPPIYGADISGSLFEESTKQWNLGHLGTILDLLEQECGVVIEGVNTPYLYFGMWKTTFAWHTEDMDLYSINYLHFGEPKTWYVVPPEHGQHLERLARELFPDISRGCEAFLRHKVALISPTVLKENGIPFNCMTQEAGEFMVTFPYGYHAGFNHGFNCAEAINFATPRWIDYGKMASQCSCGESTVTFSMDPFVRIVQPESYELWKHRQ
Starred values were filed as active, the others as inactive; i = inactive; ? = inconclusive; . = no result given; & = joins results of further samples; [ ] = remark or other dose. Unless noted, calls come from the whole dose curve; as a rule, active = well fitted curve in the direction sought with a large enough effect; inconclusive = small, poorly fitted or top-dose-only effect, or another doubt; inactive = no such curve, though single readings can be large; an effect the other way counts as inactive or inconclusive. Potency is the fitted concentration of half-maximal effect. Only part of the results is shown; rates above refer to the full screens.

SMILES | LMNA splice mod | SMN2 splice enh | Luc counter | Tau ThT inhib | L3MBTL1 inh | RECQ1 inh | ALDH1A1 inh | KDM4E inh
COc1ccc(OC)c(C2NC(=O)NC(C)=C2C(=O)Nc2ccc(C)cc2)c1 (configuration not stated) | ? | -3% | 5% | 5% | 0% | -10% | 0% | 12%
COc1ccccc1NC(=O)COC(=O)c1cnc(C)cn1 | . | 2% | 3% | -1% | ? | i | 9% | 1%
Cc1noc(C)c1S(=O)(=O)N1CCCC(C(=O)NCCc2ccccc2)C1 (configuration not stated) | 3% | -10% | 0% | -4% | 4% | i | 2% | 1%
C=CCOc1c(CCC)cc(CCC)cc1C(N)=O | . | . | . | -8% | 1% | -5% | . | 6%
COc1cccc(/C=C2\SC(=S)N(C(Cc3ccccc3)C(=O)O)C2=O)c1 (configuration not stated) | 22%[46 µM] | . | -5% | ? | -19% | -14% | ? | 4%
N/C(CS(=O)(=O)c1ccc(F)cc1)=N\O | -1%[46 µM] | . | . | 1% | -7% | 7% | 2% | -17%
CSCCC(NC(=O)c1ccc(Cl)cc1)C(=O)OCC(C)=O (configuration not stated) | -9%[46 µM] | 17% | 2% | -3% | 2% | -12% | -6% | 3%
CC(C)C(Sc1nc(-c2ccccc2)cc(-c2ccccc2)c1C#N)C(=O)O (configuration not stated) | ? | . | 1% | ? | 12% | -4% | ? | 5%
O=C(Nc1nnc(C(F)(F)F)s1)c1ccc(Br)s1 | ? | ? | 0% | 10% | 5% | -6% | 2% | -10%
Cc1cccc(Nc2ccccc2)c1 | 4% | 9% | -2% | -3% | 3% | i | 12% | -2%
O=C(CC1SC(=O)NC1=O)Nc1ccc(Cl)cc1 (configuration not stated) | 3%[46 µM] | -8% | 0% | ? | 6% | 15% | 4% | -2%
COC(=O)c1c(NC(=O)CSc2nnc3ccccn23)sc2c1CCC2 | ? | -8%[1.84 µM] | -1% | -13% | -4% | -27% | -6% | ?
Nc1ncnc(Oc2ccccc2F)c1[N+](=O)[O-] | -13%[46 µM] | ? | -1% | ? | 8% | i | 10% | 7%
O=C(c1cccc(Br)c1)N1CCCC1 | 3% | 4% | -5% | -13% | . | -13% | 9% | 3%
CCOC(=O)C(CCC#N)(CCC#N)C(=O)OCC | 5% | -11% | 0% | -14% | -4% | -1% | 5% | 3%
Cc1ccc(S(=O)(=O)NC(=O)N2CCC(C)CC2)cc1 | 9% | -3% | -3% | 4% | -5% | i | 9% | 4%
c1csc(C(c2nnnn2C2CCCC2)N2CCOCC2)c1 (configuration not stated) | -1% | 1% | 2% | -6% | 1% | i | 2% | 3%
COc1ccc(CCNc2ncnc3[nH]ncc23)cc1OC | ? | . | -3% | ? | . | -2% | 2% | 11%
COc1ccc(-n2c(SCC#N)nnc2-c2cccnc2)cc1 | 8% | 30% | -2% | -13% | . | -3% | -1% | 9%
CCCC(C)NC(=O)c1cc(C(=O)OC)cc([N+](=O)[O-])c1 (configuration not stated) | 4% | 2% | -2% | 11% | 5% | -10% | -4% | 0%
CC(OC(=O)c1ccccc1Br)C(=O)Nc1nc(-c2cccc([N+](=O)[O-])c2)cs1 (configuration not stated) | -10% | 2% | 1% | -14% | 4% | -7% | 9% | 9%
CSc1c(C#N)sc(=S)n1-c1ccc(C)cc1 | . | . | 7% | -1% | -12% | -5% | ? | -3%
Cc1cccc(NC(=O)CSc2nnc(CSc3nc(C)cc(C)n3)n2Cc2ccco2)c1 | -3% | . | . | 2% | -4% | -8% | -9% | 2%
Cn1c(CN2CCCCC2)nc2cc(NS(=O)(=O)c3ccc(Cl)cc3)ccc21 | -1% | -4% | -1% | 0% | . | -8% | 5% | -4%
CC(=O)Cc1nsc(NC(=O)c2cn(-c3ccccc3)nc2-c2ccc(Br)cc2)n1 | 4% | 6% | 0% | -17% | . | -16% | 15% | 5%
Cc1ccc(-c2csc(=S)n2CC(=O)OCC(=O)NCc2ccco2)cc1 | -18% | . | 2% | -16% | . | i | ? | -3%
O=[N+]([O-])c1cc(/C=N/Nc2nc3ccccc3[nH]2)c(O)cc1O | ? | -65%[inhibitor] | -7% | ? | ? | -9% | ? | 2%
CCOC(C)OCC | ? | 5% | . | . | . | -7% | -3% | .
CCn1c(C(Cc2ccccc2)NC(=O)COC)nc2ccccc21 (configuration not stated) | 2% | 19% | 2% | ? | 2% | i | -2% | 0%
CCOc1ccc(C2=Nc3ccccc3C(c3ccc(N4CCOCC4)cc3)=NN2)cc1 | -4% | ? | -6% | ? | -6% | -10% | ? | 6%
CSc1nsc(/C=C/Nc2cccc(Cl)c2)c1C#N | ? | -10% | -1% | ? | . | -5% | 11µM* | -29%
COc1ccc(N2C(=O)C3C(c4ccc(C(=O)O)cc4)NC(Cc4ccccc4)(C(=O)O)C3C2=O)c([N+](=O)[O-])c1 (configuration not stated) | . | 22% | 5% | -14% | -2% | i | 11µM* | -28%
OCCOCCNc1ncnc2sc(-c3ccccc3)cc12 | -4% | -24% | -3% | 7% | . | -6% | ? | ?
CCOC(=O)N1CCN(S(=O)(=O)c2cc(C)c(C)cc2C)CC1 | -11% | -15% | -3% | -15% | -1% | -3% | -8% | -2%
CC(=O)c1cccc(NC(=S)NC(=O)c2ccccc2)c1 | 4% | ? | 3% | -7% | -2% | -2% | ? | -9%
Cc1ccc(C)c(OCC(=O)NCCNC(=O)COc2cc(C)ccc2C)c1 | ? | 4% | 0% | -19% | -2% | -7% | 14% | -6%
COC(=O)c1sccc1S(=O)(=O)Nc1ccc(C)cc1 | . | . | . | 0% | 6% | i | . | 2%
O=C1OCc2cccc([N+](=O)[O-])c21 | -2% | 30% | -4% | 17% | -7% | 4% | 6% | -3%
NC(=O)CSc1oc(-c2ccc(F)cc2)nc1S(=O)(=O)c1ccccc1 | 2% | -25% | -4% | 10% | 5% | -3% | 0% | 1%
CCCCCCCCNC(=O)/C(C#N)=C/c1ccccc1[N+](=O)[O-] | ? | -17% | 1% | 7% | -14% | -7% | -14% | -4%
CCOC(=O)c1[nH]c(C)c(C(=O)O)c1C | 5% | -9% | 2% | -7% | . | i | 17% | -1%
CC1CCCCN1C(=S)NCc1ccco1 (configuration not stated) | 11%[46 µM] | 3% | 0% | 7% | 5% | i | -4% | -2%
C=C1SC(=Nc2c(C)cccc2Cl)N(C(=O)c2sc3ccccc3c2Cl)C12CCCCC2 | . | . | . | -3% | 6% | -4% | 10% | 1%
COCCCN1C(=O)C(=O)/C(=C(/O)c2ccc(OC(C)C)cc2)C1c1ccncc1 (configuration not stated) | -3% | . | . | 0% | 0% | -10% | 4% | -17%
CC(=O)Nc1ccc(/C=C2\Sc3ccccc3C2=O)cc1 | . | . | . | ? | 1% | -1% | . | 3%
O=C(O)c1ccc(O)cc1O | . | -4%&3% | . | . | 5% | -2%&-1% | -6% | .
CCN1CCCC1CN(Cc1cc2ccc(C)cc2[nH]c1=O)C(=S)Nc1ccccc1OC (configuration not stated) | 1% | -3% | -4% | -4% | -2% | -6% | 14% | -7%
Cc1nc(C)n(CC(O)COc2ccc3cc(Br)ccc3c2)n1 (configuration not stated) | ? | -36%[inhibitor] | -1% | ? | . | 2% | 14% | -1%
COc1ccc(C(=O)OCC(=O)Nc2cc(C)on2)cc1S(=O)(=O)N1CCOCC1 | -6% | -3% | -3% | -4% | 0% | 0% | 5% | 2%
CCC(C(=O)Nc1nccs1)(C(F)(F)F)C(F)(F)F | 1% | 17% | 2% | -5% | . | -9% | 13% | -2%
O=C1CSC(=S)N1N1C(=O)c2cccc([N+](=O)[O-])c2C1=O | 0%[46 µM] | -11% | -2% | 13µM* | . | ? | 7.9µM* | -2%
O=C(COc1ncnc2ccccc12)NCC1CCCO1 (configuration not stated) | ? | -11% | 0% | 9% | 13% | i | 7% | 7%
COC(=O)c1cc(OC)nc2c1c(=O)n(C)c(=O)n2C | -1% | 7% | 0% | -1% | -8% | -1% | ? | 6%
CC(=O)Nc1ccc(C(=O)Cn2c3[n+](c4c(F)c(F)ccc42)CCCCC3)cc1 | . | . | . | -19% | . | i | 3% | 1%
O=C(c1cccs1)N1CCCC(c2ccccc2)C1 (configuration not stated) | -3% | -3% | -2% | -12% | 9% | -2% | -2% | 8%
O=C(O)CC(NC(=O)c1ccccc1NC(=O)c1ccccc1)C(=O)O (configuration not stated) | 4% | 6% | -3% | -4% | 4% | -12% | 5% | 3%
CC(=O)Nc1cc(C(=O)N(C)Cc2ccco2)ccc1Sc1ccc(C)cc1 | 9% | -6% | 3% | -2% | -11% | -5% | -2% | 6%
C=CCSc1nnc(-c2cc3c(C(F)(F)F)nn(C)c3s2)n1C | 7% | 19% | -3% | -7% | 1% | 14% | ? | 0%
O=C1/C(=C/c2cccs2)SC(=S)N1NS(=O)(=O)c1ccccc1 | . | . | . | 18µM* | -14% | 11% | . | -2%
O=C(Nc1ccon1)c1cccc(S(=O)(=O)N2CCCC2)c1 | -1% | 6% | -3% | -6% | . | -1% | 3% | 4%

(more compounds)
SMILES | LMNA splice mod | SMN2 splice enh | Luc counter | Tau ThT inhib | L3MBTL1 inh | RECQ1 inh | ALDH1A1 inh | KDM4E inh
COCCn1c(SCC(=O)Nc2ccccc2)nc2c1c(=O)[nH]c(=O)n2C | -12% | -6% | -2% | -6% | 9% | -6% | 11% | -2%
O=C(CS(=O)(=O)c1cn(Cc2ccc(Cl)cc2)c2ccccc12)N1CCOCC1 | -18% | -13% | 7% | -7% | ? | -3% | 6% | -1%
CN1CCN(C2=C(Cl)C(=O)N(c3ccc(Cl)cc3)C2=O)CC1 | 16% | -10% | 4% | 25µM* | -7% | -10% | ? | 0%
Cc1cc2c(NC(=O)Nc3ccc(C(F)(F)F)cc3)cccc2nn1 | . | . | . | ? | -10% | -9% | . | -25%
COc1ccc(N2C(=O)[C@@H]3[C@H](C2=O)[C@H]2C=CC=NN2[C@@H]3C(=O)Nc2ccc(Cl)cc2)cc1 | . | . | . | ? | -11% | -10% | . | ?

Source: PubChem BioAssay (National Center for Advancing Translational Sciences (NCATS))
